Bioassay records (PubChem BioAssay)
PolyA inh = blocks polyadenylation in yeast reporter cells | S. cerevisiae SKY197-pL101 polyadenylation reporter, beta-gal luminescence; efflux-impaired pdr1/pdr3 knockout yeast; score 100 = 6 SD above DMSO | calls only at 12 µM | 300,000 compounds, 0.02% hits | AID 1875;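 active = lowest replicate activity score at least 50, where 100 means six control SD above control mean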;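 also: yeast exposed to compound for 9 h at 30 °C; higher score means more reporter readthrough which indicates perturbed polyadenylation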
AI-2 QS modul = modulators of Vibrio harveyi AI-2 quorum sensing system; Vibrio harveyi JMH597 AI-2 luminescence/OD600 ratio, 9 h; hits give low values; strain lacks LuxN and CqsS sensors; 0 = neutral-control median; activity change, % at 7.5 µM; 300,000 compounds, 0.4% hits; in the data active = activity change below about -75%, passing the limit was not always enough;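 also: luminescence divided by OD600 gain over 9 h not by final OD600 alone; inactives centre near 13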
TRPC4 block = TRPC4 (mouse) channel inhibition; AID 2247; B-score at 10 µM; HEK293 TRPC4beta/mu-opioid, DAMGO-evoked Fluo4 calcium flux; hits give low values; Q9QUQ5; 300,000 compounds, 0.39% hits;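 active = B-score over 3 SD under the library average, no early fluorescence shift, positive overall ratio signal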
Target sequence (Q9QUQ5 whole entry, looked up): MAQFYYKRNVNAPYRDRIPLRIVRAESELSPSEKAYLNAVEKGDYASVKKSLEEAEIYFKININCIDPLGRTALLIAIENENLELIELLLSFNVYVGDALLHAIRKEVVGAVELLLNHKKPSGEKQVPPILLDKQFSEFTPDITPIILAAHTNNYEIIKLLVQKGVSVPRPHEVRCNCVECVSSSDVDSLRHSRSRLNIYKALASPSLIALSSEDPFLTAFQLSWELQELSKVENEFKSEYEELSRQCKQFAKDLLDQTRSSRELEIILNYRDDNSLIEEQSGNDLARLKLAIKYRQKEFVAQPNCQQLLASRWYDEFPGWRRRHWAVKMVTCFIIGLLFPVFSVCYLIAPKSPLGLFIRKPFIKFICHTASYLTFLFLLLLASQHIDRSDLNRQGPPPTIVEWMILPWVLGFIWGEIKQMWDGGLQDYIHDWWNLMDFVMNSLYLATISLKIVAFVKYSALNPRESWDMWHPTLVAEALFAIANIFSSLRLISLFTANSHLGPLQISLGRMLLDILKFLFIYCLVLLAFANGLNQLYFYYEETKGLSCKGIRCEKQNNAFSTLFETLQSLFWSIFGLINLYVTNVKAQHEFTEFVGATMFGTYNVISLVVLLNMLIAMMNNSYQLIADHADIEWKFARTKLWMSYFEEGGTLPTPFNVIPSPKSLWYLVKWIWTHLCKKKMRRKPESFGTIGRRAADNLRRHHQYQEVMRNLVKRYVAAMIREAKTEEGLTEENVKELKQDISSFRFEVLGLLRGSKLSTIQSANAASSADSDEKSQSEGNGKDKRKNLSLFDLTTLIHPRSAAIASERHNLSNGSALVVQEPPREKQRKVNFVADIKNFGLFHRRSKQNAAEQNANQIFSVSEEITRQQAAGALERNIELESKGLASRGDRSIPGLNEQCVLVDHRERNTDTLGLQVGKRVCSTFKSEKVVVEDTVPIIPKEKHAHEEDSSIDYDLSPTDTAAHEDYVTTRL
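Assay system: Stable TRPC4beta/mu-opioid receptor HEK293 cells | Reagent: DAMGO in two steps, submaximal then maximal | Compound dosing: Single concentration per test compound | Signal: Fluo4 Ca2+ flux fluorescence | Evaluation: Per-well B score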
MrgX1 PAM = allosterically activates human MrgX1 receptor signaling | Q96LB2 | 310,000 compounds, 0.63% hits | B-score at 10 µM | MrgX1-HEK293, Fluo-4 calcium flux, FDSS; hits give high values;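 active = plate-corrected calcium response at least 3 library SD above typical, normal starting fluorescence, not activating the receptor alone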;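 also: compound read alongside a low EC10 to EC30 dose of BAM8-22 agonist; peak minus trough fluorescence over baseline measured at the second addition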
TRPC4 agonist = opens the mouse TRPC4 cation channel. Q9QUQ5. HEK293 TRPC4beta/mu-opioid, Fluo4 calcium fluorescence; hits give high values. B-score at 10 µM. 310,000 compounds, 0.49% hits. AID 2237;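 active = B-score above 5 SD of library B-scores, and initial fluorescence ratio not above library mean plus 5 SD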;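 also: positive B-score marks a calcium rise read as TRPC4 activation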
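Assay system – TRPC4beta and mu-opioid receptor HEK293 stable cells · Measured by – Fluo4 fluorescence, kinetic · Schedule – dye loading 45 min room temperature, 110 s kinetic read · Read-out – B-scored integrated calcium fluorescence ratio · Controls – buffer and maximal DAMGO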
TRPC6 activator = mouse TRPC6 channel activation; HEK293-TRPC6 membrane potential dye fluorescence; hits give high values; 310,000 compounds, 0.13% hits; AID 2550; Q61143; B-score at 10 µM;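 active = B-score of the integrated fluorescence ratio above library mean plus 3 SD, and starting fluorescence ratio within library mean plus 5 SD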;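 also: higher score means more depolarization so channel activation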
MrgX1 ag = activates human MrgX1 receptor signaling | MrgX1-HEK293 cells, Fluo-4 calcium fluorescence, agonist mode; hits give high values | B-score at 10 µM | Q96LB2 | 310,000 compounds, 0.44% hits;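 active = calcium response B-score plate-corrected fluorescence ratio at least 3 library SD, with starting fluorescence B-score inside 5 SD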
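Assay system: MrgX1-expressing HEK293 cells / Amount: fifteen thousand cells per well / Doses: test compound in the initial addition of three / Timing: cells plated overnight, dye loaded 0.5 h 37 °C, 0.5 h room temperature / Technique: kinetic calcium dye fluorescence, Fluo-4 NW / Control set: positive and negative controls per plate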
MrgX1 antagonist = blocks BAM8-22 activation of human MrgX1 receptor. Q96LB2. MRGX1-HEK293 calcium flux, Fluo-4, BAM8-22 antagonism; hits give low values. B-score at 10 µM. 310,000 compounds, 1.3% hits;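 active = calcium-response B-score plate-corrected more than 3 library SD below zero, starting fluorescence within 5 deviations, no agonist response on first addition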;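 also: peak minus trough fluorescence over baseline after final BAM8-22 challenge near maximal dose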
TRPC4 PAM = allosteric potentiators of mouse TRPC4 channel. Q9QUQ5. HEK293 TRPC4beta/mu-opioid, DAMGO EC20, Fluo-4 Ca2+ flux; hits give high values. B-score at 10 µM. 310,000 compounds, 0.42% hits;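 active = B-score of calcium response area above 5 SD of library B-scores, with initial fluorescence ratio within 5 SD of library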;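 also: B-score of integrated fluorescence ratio over time as area under calcium response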
HIF activator = HIF pathway transcriptional activation. 300,000 compounds, 0.32% hits. activation, % at 7.5 µM (by protocol). U2OS HRE-luciferase reporter, luminescence; normalized: DMSO 0%, desferrioxamine 100%;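 active = mean activation of at least 10% of the iron chelator positive control signal, with at least half of replicates also reaching 10%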
TRPC6 inh = inhibitors of mouse TRPC6 channel | B-score at 10 µM | Q61143 | HEK293-TRPC6, membrane potential dye, ACh-evoked depolarization; hits give low values | 310,000 compounds, 1.1% hits | AID 2553;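 active = B-score under library mean minus 3 SD, initial fluorescence not abnormally high, positive integrated signal ratio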;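 also: B-score derived from integrated fluorescence ratio over the kinetic read; more negative B-score means stronger inhibition of depolarization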
Numbers without * were called inactive; i = inactive; x = not tested or not shown.

SMILES | PolyA inh | AI-2 QS modul | TRPC4 block | MrgX1 PAM | TRPC4 agonist | TRPC6 activator | MrgX1 ag | MrgX1 antagonist | TRPC4 PAM | HIF activator | TRPC6 inh
C=CCOC(=O)C1=C[C@@H](c2cn(C(C)=O)c3ccccc23)C[C@@H](OCCCCO)O1 | i | 1.1 | i | i | i | i | i | i | i | -0.6 | i
CC(C)Cn1c(-c2ccccc2)nc2ccccc2c1=O | i | -3.3 | i | i | i | i | i | i | i | -0.1 | i
COC(=O)C(CCSC)NC(=O)c1cc2c(n(-c3ccccc3)c1=O)CCCC2=O (configuration not stated) | i | 10.8 | i | i | i | i | i | i | i | 0.6 | i
Cc1nc2ccc(Cl)cc2c(-c2ccccc2)c1C(=O)N(C)C | i | 20.8 | i | i | i | i | i | i | i | -0.6 | i
O=C(Nc1cccc(NC(=O)c2cccnc2)c1)c1cccnc1 | i | 1.8 | i | i | i | i | i | i | i | -0.2 | i
Cc1nc2nc(SCc3ccccc3)[nH]n2c(=O)c1C | i | 18.3 | i | i | i | i | i | i | i | -1.1 | i
COc1ccccc1C(=O)NC(=O)COC(=O)CN1C(=O)NC(C)(C)C1=O | i | 3.9 | i | i | i | i | i | i | i | -0.7 | i
Cc1nc2ccccc2c(=O)n1/N=C/c1ccc(N(C)C)cc1 | i | 19.1 | i | i | i | i | i | i | i | 0.4 | i
O=[N+]([O-])c1cc(-c2cnc3ccccc3n2)ccc1Oc1ccc(Br)cc1 | i | 25.8 | i | i | i | i | i | i | i | 0.9 | i
Cc1cc(OC(=O)c2ccccc2C)c([N+](=O)[O-])c(=O)[nH]1 | i | 11.9 | i | i | i | i | i | i | i | -0.2 | i
COc1cccc(C2=NOC(C(=O)N3CCN(C(=O)c4ccco4)CC3)C2)c1 (configuration not stated) | i | 46.6 | i | i | i | i | i | i | i | 0.4 | i
CC1=C(C)CC(C(=O)Nc2ccc(C(N)=O)cc2)C(C(=O)O)C1 (configuration not stated) | i | 18.9 | i | i | i | i | i | i | i | -0.9 | i
CC(=O)c1ccc(C(=O)N2CCCC(Nc3ccc(C(C)C)cc3)C2)s1 (configuration not stated) | i | 13.3 | i | i | i | i | i | i | i | 12.5* | i
CCN(C(=O)c1ccc(Br)o1)C1CCS(=O)(=O)C1 (configuration not stated) | i | 20.4 | i | i | i | i | i | i | i | 1.9 | i
O=C(C1CC1)N1CCc2cc(S(=O)(=O)NCCCN3CCCCC3)ccc21 | i | 21.1 | i | i | i | i | i | i | i | -0.2 | i
CCOC(=O)CC1NCCc2c1[nH]c1ccc(OC)cc21 (configuration not stated) | i | 17.1 | i | i | i | i | i | i | i | -19.6 | i
CCn1c(COc2cccc3cccnc23)nnc1SCC(=O)O | i | 8.7 | i | i | i | i | i | i | i | 0.2 | i
CC1CCCN(S(=O)(=O)c2ccc(C(=O)Nc3nnc(C4=COCCO4)o3)cc2)C1 (configuration not stated) | i | 5.6 | i | i | i | i | i | i | i | -0.2 | i
COc1ccc2[nH]c(N=Nc3ccccc3C)c(O)c2c1 | i | 16.8 | i | i | i | i | i | i | i | -0.5 | i
Cn1cc(Br)c(C(=O)NNC(=O)c2ccc(Cl)cc2)n1 | i | 23.5 | i | i | i | i | i | i | i | 1.7 | i
O=C(CN1C(=O)NC2NC(=O)NC21)NC1CCCCC1 (configuration not stated) | i | 30.6 | i | i | i | i | i | i | i | 0.3 | i
COc1ccc([N+](=O)[O-])c2c(=O)ccoc12 | i | 17.4 | i | i | i | i | i | i | i | 0.1 | i
CC1(C)CC(NC(=O)COc2ccc3ccc(=O)oc3c2)CC(C)(C)N1 | i | 6.3 | i | i | i | i | i | i | i | -0.2 | i
Cc1ccccc1-n1ccnc1SCC(=O)NCc1ccco1 | i | 13.2 | i | i | i | i | i | i | i | -0.4 | i
Cc1cc(Br)c(Cl)cc1NC(=O)CN1C(=O)C2C3CC(c4ccccc4)C(C3)C2C1=O (configuration not stated) | i | 29.9 | i | i | i | i | i | i | i | -0.2 | i

Going on with the list.
SMILES | PolyA inh | AI-2 QS modul | TRPC4 block | MrgX1 PAM | TRPC4 agonist | TRPC6 activator | MrgX1 ag | MrgX1 antagonist | TRPC4 PAM | HIF activator | TRPC6 inh
CCC(CC)NC(=O)/C=C/c1ccccc1Cl | i | 44.8 | i | i | i | i | i | i | i | 1.9 | i
Cc1ccccc1-n1c(SC2CCOC2=O)nnc1-c1ccncc1 (configuration not stated) | i | 0.1 | i | i | i | i | i | i | i | 0.4 | i
CCOC(=O)[C@@H]1[C@H]2COc3cc(OC)ccc3[C@@H]2N2C(=O)N(c3ccc(Br)cc3)C(=O)[C@]12C | i | 23.1 | i | i | i | i | i | i | i | 0.4 | i
CCOc1ccccc1CNn1cnnc1 | i | 14.8 | i | i | i | i | i | i | i | -0.1 | i
O=C(Nc1ccc(Cl)cc1)C1CCC(=O)N1Cc1ccccc1Cl (configuration not stated) | i | 14.1 | i | i | i | i | i | i | i | 0.0 | i
C/C(N)=C(/C#N)C(=O)CSc1nc2ccccc2c(=O)n1-c1ccc(C)c(Cl)c1 | i | 8.2 | i | i | i | i | i | i | i | x | i
CC1CCN(C(=O)c2cc3c(=O)n4ccccc4nc3s2)CC1 | i | -8.1 | i | i | i | i | i | i | i | 1.4 | i
O=C1CSC(c2ccccc2[N+](=O)[O-])N1c1ccc(O)cc1 (configuration not stated) | i | 29.6 | i | i | i | i | i | i | i | 0.2 | i
Cc1ccc(NC(=O)N2CCCC2)cc1Cl | i | 30.5 | i | i | i | i | i | i | i | 0.4 | i
Cc1cccc(NNC(=O)C2CCC2)c1 | i | 24.5 | i | i | i | i | i | i | i | -0.4 | i
Cc1cccc(N2CCN(S(=O)(=O)c3ccc(S(=O)(=O)N4CCCC4)cc3)CC2)c1C | i | 5.5 | i | i | i | i | i | i | i | -0.2 | i
COc1ccc(Cn2nnnc2C(c2ccc3ncccc3c2)N2CCN(C3CCCCC3)CC2)cc1 (configuration not stated) | i | 10.2 | i | i | i | i | i | i | i | 0.0 | i
CSc1ccc(/C=N/Nc2ccc(Cl)c(C(=O)O)c2)cc1 | i | 9.7 | i | i | i | i | i | i | i | 174.2* | i
COc1ccccc1C(=O)Nc1ccccc1N1CCN(C(=O)c2ccc(Cl)cc2)CC1 | i | 47.8 | i | i | i | i | i | i | i | -0.4 | i
O=C(c1cnn2c(C(F)F)cc(-c3ccccc3)nc12)N1CCCCC1c1cccnc1 (configuration not stated) | i | 24.5 | i | i | i | i | i | i | i | 0.1 | i
COc1ccc(-c2ccc(C#N)c(SCC(=O)NCc3ccco3)n2)cc1OC | i | 19.2 | i | i | i | i | i | i | i | -0.1 | i
C/C(=C\C(=O)c1ccc(Cl)cc1)Nc1ccc(Br)cc1 | i | 10.7 | i | i | i | i | i | i | i | -1.2 | i
O=C(Nc1ccc(Cl)c(Cl)c1)Nc1cc(S(=O)(=O)N2CCOCC2)ccc1N1CCCC1 | x | 19.9 | i | i | i | i | i | i | i | -0.6 | i
Cc1cc(C)n(C/C=C/Cn2nc(C)cc2C)n1 | i | 17.7 | i | i | i | i | i | i | i | -0.2 | i
COc1ccc(/C=C2/SC(=O)N(CCC(=O)Nc3ccccc3C(=O)O)C2=S)cc1 | i | -1.3 | i | i | i | i | i | i | i | -0.1 | i
COc1cc2c(C#N)c(N3CCCCC3)nc(N)c2c(N)n1 | i | 31.3 | i | i | i | i | i | i | i | 0.9 | i
Cc1ccc(S(=O)(=O)N(C)C)cc1NC(=O)COC(=O)C1(c2ccccc2)CC1 | i | 26.0 | i | i | i | i | i | i | i | -1.9 | i
CNc1nc(N2CCc3ccccc32)ncc1F | i | 11.8 | i | i | i | i | i | i | 47* | 2.2 | i
COc1ccc(NC(=O)CN(C)C(=O)c2cc(-c3ccc(C)o3)nc3ccccc23)cc1 | i | 16.6 | i | i | i | i | i | i | i | 1.2 | i
CCC1S/C(=C(\C#N)C(=O)NCc2ccco2)N(c2ccc(Br)cc2)C1=O (configuration not stated) | i | 11.3 | i | i | i | i | i | i | i | -0.7 | i

(continued)
SMILES | PolyA inh | AI-2 QS modul | TRPC4 block | MrgX1 PAM | TRPC4 agonist | TRPC6 activator | MrgX1 ag | MrgX1 antagonist | TRPC4 PAM | HIF activator | TRPC6 inh
CC(=O)Nc1ccc(O)cc1[N+](=O)[O-] | i | 11.1 | i | i | i | i | i | i | i | -0.3 | i
COC(=O)C(C)C1Sc2ccccc2NC1=O (configuration not stated) | i | 5.7 | i | i | i | i | i | i | i | 0.0 | i
COc1cccc(OCC(O)CN2CC(C)CC(C)C2)c1 (configuration not stated) | i | -7.3 | i | i | i | i | i | i | i | -0.6 | i
O=C(NC(c1ccccc1)c1ccccc1)C1CCCO1 (configuration not stated) | i | 13.9 | i | i | i | i | i | i | i | 130.5* | i
Cc1ccc(CC(=O)Nc2ncc([N+](=O)[O-])s2)cc1 | i | 6.3 | i | i | i | i | i | i | i | 0.9 | i
O=c1cc[nH]c2ccc(OC(F)(F)F)cc12 | i | 8.7 | i | i | i | i | i | i | i | -0.4 | i
COc1ccc(N2CCN(C3CC(=O)N(Cc4ccc(N5CCCC5=O)cc4)C3=O)CC2)cc1 (configuration not stated) | i | 18.2 | i | i | i | i | i | i | i | -0.6 | i
Cc1cccc(C(=O)OCC(=O)Nc2nccs2)c1 | i | 6.4 | i | i | i | i | i | i | i | 0.5 | i
O=C(O)/C=C/c1cn(Cc2ccccc2)nc1-c1ccc(Cl)cc1 | i | 11.0 | i | i | i | i | i | i | i | -0.6 | i
COc1ccccc1-c1nc(SCC(=O)O)n[nH]1 | i | 5.3 | i | i | i | i | i | i | i | -1.2 | i
CC(=O)c1nc(N2C(=O)CC(Cc3ccccc3)C2=O)sc1C (configuration not stated) | i | 11.4 | i | i | i | i | i | i | i | -0.2 | i
COc1ccc(CCN(C)Cc2c(O)ccc3ccccc23)cc1OC | i | 12.3 | i | i | i | i | i | i | i | 0.8 | i

Only part of the results is shown (hit frequency here may not be typical).
